# Compound activity from PubChem BioAssay.
# HSF-1 act = HSF-1 activators, primary screen, NIH3T3-HGL cells, MG132 stress, luminescence, single point | NIH3T3-HGL HSF-1 luciferase reporter, 8 h; 100% = twice DMSO control signal | activation, % at 9 µM | hit rate 1.7% among 300,000 | AID 504408, 2011;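 active = mean replicate activation of at least 50% with a set share of replicates each reaching 50%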;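 note: 0% = median of the neutral control wells and 100% = twice that signal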
# IEC-6 tox = cytotoxicity in IEC-6 intestinal epithelial cells, primary screen, cytotoxicity control for KLF5 inhibitor project, cell-based, luminescence; inhibition, % at 5 µM; AID 1825, 2009; IEC-6 cytotoxicity, luminescence viability; hit rate 0.78% among 290,000; in the data active = inhibition above about 22%;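 note: 0% = plate median of test compound wells and 100% = cytotoxic reference compound wells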
# KLF5 inhibitor = KLF5 expression inhibitors, primary screen, DLD-1 cells, luminescence; inhibition, % at 5 µM; hit rate 0.23% among 290,000; DLD-1 KLF5 promoter-luciferase reporter;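 active = inhibition above a per-plate limit of that plate's mean compound inhibition plus 3 SD, cut at about 60% in these data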;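 note: 0% = DMSO wells and 100% = LY294002 at 200 µM; higher means less KLF5 promoter-driven luciferase light; inactives centre near -14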
# HSP90 refold inh = HSP90 inhibitors, primary screen, cell lysate, luminescence; inhibition, % at 5.6 µM; Rabbit reticulocyte lysate, luciferase refolding luminescence, 3 h; hit rate 0.91% among 290,000;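 active = inhibition above the screen-wide mean plus 3 SD, computed separately per campaign, cut at about 16% in these data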;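 note: 0% = DMSO wells and 100% = 60 µM geldanamycin wells; inhibitors lower the luminescence because luciferase stays unfolded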
# HIF act = HIF pathway transcriptional activators, primary screen, cell-based, U2OS HRE-luciferase, luminescence | U2OS HRE-luciferase reporter; normalized: DMSO 0%, desferrioxamine 100% | hit rate 0.32% among 300,000 | AID 1910, 2009 | activation, % at 7.5 µM (by protocol);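 active = mean activation of at least 10% of the iron chelator positive control signal, with at least half of replicates also reaching 10%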
# AI-2 QS mod = Vibrio harveyi AI-2 quorum sensing modulators, primary screen, JMH597 strain, luminescence/OD600 ratio; Vibrio harveyi JMH597 AI-2 luminescence/OD600 ratio, 9 h; hits give low values; strain lacks LuxN and CqsS sensors; 0 = neutral-control median; activity change, % at 7.5 µM; hit rate 0.4% among 300,000; in the data active = activity change below about -75%, passing the limit was not always enough;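 note: luminescence divided by OD600 gain over 9 h not by final OD600 alone; inactives centre near 13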
# GSK3 alpha inh = blockers of GSK3A enzyme activity – biochemical, luminescence, cell-free homogeneous, HTS, primary screen; inhibition, % at 10 µM; GSK-3 alpha kinase, ADP-Glo luminescence, 60 min; hit rate 0.1% among 320,000; Glycogen synthase kinase-3 alpha (Homo sapiens), P49840; AID 2650, 2010;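 in the data active = inhibition above about 50%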;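 note: GST-tagged GSK-3 alpha with peptide substrate and 25 µM ATP; 0% = DMSO neutral wells and 100% = GW8510 positive control wells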
# Target sequence (P49840 whole entry, looked up): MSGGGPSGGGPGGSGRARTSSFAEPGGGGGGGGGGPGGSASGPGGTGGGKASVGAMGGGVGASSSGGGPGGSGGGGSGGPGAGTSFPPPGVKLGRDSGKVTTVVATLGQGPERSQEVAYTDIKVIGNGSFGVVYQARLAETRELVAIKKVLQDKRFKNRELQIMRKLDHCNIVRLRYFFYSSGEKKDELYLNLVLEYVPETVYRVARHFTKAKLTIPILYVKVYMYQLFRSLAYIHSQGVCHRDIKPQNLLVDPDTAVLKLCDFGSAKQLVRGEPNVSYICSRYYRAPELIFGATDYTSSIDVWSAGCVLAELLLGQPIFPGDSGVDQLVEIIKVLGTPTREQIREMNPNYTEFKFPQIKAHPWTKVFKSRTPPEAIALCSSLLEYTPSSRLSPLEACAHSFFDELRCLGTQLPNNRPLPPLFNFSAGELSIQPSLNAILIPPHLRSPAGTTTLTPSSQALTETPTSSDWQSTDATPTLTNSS
# aSyn 5UTR inh = MLPCN primary screen, SNCA 5' untranslated region | alpha-synuclein 5'UTR reporter, inhibitor activity | inhibition, % (tested at 7.5 µM) | hit rate 0.82% among 300,000 | AID 1813, 2009; in the data active = inhibition above about 60%;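 note: H4 neuroglioblastoma cells stably carrying SNCA 5'UTR luciferase fusion; 0% = DMSO wells and 100% = positive control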
# GSK3beta inhib = human GSK3beta kinase inhibitors, primary screen, biochemical, cell-free homogeneous, HTS; Glycogen synthase kinase-3 beta (Homo sapiens), P49841; GST-GSK3beta kinase, ADP-Glo luminescence, 60 min; hits give low values; activity score (negative = inhibition), % at 10 µM; hit rate 0.038% among 300,000; AID 2097, 2009;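 active = more than half of replicate wells score below -50%, meaning over 50% inhibition versus plate controls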;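 note: 0% = median DMSO wells and -100% = median GW8510 positive control wells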
# Target sequence (P49841 whole entry, looked up): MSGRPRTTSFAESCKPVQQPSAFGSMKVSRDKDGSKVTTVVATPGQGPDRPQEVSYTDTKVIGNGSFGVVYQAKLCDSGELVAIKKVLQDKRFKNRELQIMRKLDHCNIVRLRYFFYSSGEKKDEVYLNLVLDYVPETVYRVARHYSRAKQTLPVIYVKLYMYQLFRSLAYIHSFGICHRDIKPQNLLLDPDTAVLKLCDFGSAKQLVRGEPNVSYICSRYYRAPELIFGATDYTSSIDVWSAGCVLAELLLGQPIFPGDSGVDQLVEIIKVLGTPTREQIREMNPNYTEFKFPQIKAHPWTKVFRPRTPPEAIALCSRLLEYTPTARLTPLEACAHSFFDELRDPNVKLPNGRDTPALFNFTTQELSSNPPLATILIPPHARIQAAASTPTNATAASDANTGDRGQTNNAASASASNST
#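 Test system: GST-fused GSK3beta enzyme, cell-free | Quantity: 1.6 ng GST-GSK3beta enzyme per well | Reagent: 25 µM ATP with peptide substrate | Schedule: 60 min enzyme reaction, room temperature | Signal: Luminescent ADP-Glo measurement of ADP formed | Read-out basis: Score relative to plate controls | Control set: DMSO and 20 µM GW8510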
# HSF1 inhib = HSF1 inhibitors in luciferase reporter cells, primary screen, cell-based, NIH3T3, luminescence; activity change, negative = inhibition, % at 7.5 µM (by protocol); NIH3T3-HGL HSE-luciferase, MG132-induced, luminescence 8 h; hits give low values; hit rate 0.77% among 300,000; AID 2098, 2009;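 active = more than half of replicate wells show activity change below -50%, luminescence cut by over half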;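 note: luciferase reports HSF-1 transcriptional activity via heat shock element; 0% = median of DMSO wells and -100% = zero luminescence signal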
# Starred values were filed as active, the others as inactive; nt = not tested or not shown. Random draw from the library. About 4.7% of those tested had a hit in this group.
SMILES,HSF-1 act,IEC-6 tox,KLF5 inhibitor,HSP90 refold inh,HIF act,AI-2 QS mod,GSK3 alpha inh,aSyn 5UTR inh,GSK3beta inhib,HSF1 inhib
CN(/C=C1/C(=O)CNC1=O)CCO,-9,-6,4,0,-0.1,-5,0,16,2,-7
O=C(/C=C/c1ccc(Cl)cc1)NCCSc1ccccc1,20,-3,-16,0,0.0,9,-3,2,2,9
Cc1nnc(-c2ccccc2)c[n+]1[O-],-5,-1,-16,-1,0.0,34,0,11,-1,-6
CCOc1ccc(S(=O)(=O)NCCC(=O)N2CCCCCCC2)cc1,5,nt,nt,nt,0.1,14,nt,-10,1,2
CN(c1ccccc1)S(=O)(=O)c1ccc(Cl)c(C(=O)OCC(=O)N2CCOCC2)c1,-13,-3,-24,-3,-0.9,10,-2,-9,1,2
COc1ccc(CNC(=O)CCC(=O)Nc2nnc(CC(C)C)s2)cc1,12,0,-24,-3,0.2,59,-1,6,0,3
NC(=O)CN1CCN(c2cccc(Cl)c2)CC1,0,5,3,-1,-0.5,10,-1,-7,2,-6
Cn1c(-c2ccccc2)cnc1N,10,-1,-11,1,4.0,17,-5,-122,1,6
COc1cccc(Cn2c(NCc3ccco3)nc3c2c(=O)n(C)c(=O)n3C)c1,3,10,8,2,-0.2,11,-1,-17,2,-4
Cc1ccc(Cl)cc1NC1=NC(=S)N(C(C)C)C12CCCCC2,10,-6,-19,-3,-1.2,17,-7,9,-2,3
CC(=O)Oc1ccc2nc(CN3C(=O)c4ccc([N+](=O)[O-])cc4C3=O)oc(=O)c2c1,-1,1,-20,2,0.1,9,-1,6,0,-1
Cc1cc(NS(=O)(=O)c2ccc(NC(=O)C(C(C)C)N3C(=O)c4ccccc4C3=O)cc2)nc(C)n1 (centres undefined),10,-6,-8,-2,0.0,4,-2,0,3,-8
Cc1ccc(C23CC4CC(CC(C(=O)NN)(C4)C2)C3)cc1,-19,0,-20,-4,-0.6,18,-1,-7,-2,-5
COc1ccc(NS(=O)(=O)c2ccc3nc(COc4ccc(Cl)c(C)c4)[nH]c3c2)cc1,-16,2,2,8,-0.6,38,-1,25,5,4
CC(=O)c1ccc(NC(=O)c2cccc(NC(=O)c3ccccc3)c2)cc1,-9,6,-62,-4,0.8,16,-1,-116,0,5
Cc1cc(C)c2[nH]c(=O)c(C(c3nnnn3C(C)(C)C)N3CCN(C(=O)c4ccco4)CC3)cc2c1 (centres undefined),19,1,5,3,0.3,8,-1,22,-2,8
O=C(Cn1cnc2cc([N+](=O)[O-])ccc2c1=O)Nc1cccc2ccccc12,13,-4,8,11,-2.6,14,-2,16,-2,-1
O=C(CSc1nnc(C2CC2)n1-c1ccccc1)NCCc1ccccc1,2,-1,-50,0,-0.2,10,1,5,4,-2
O=C(NN1CCOCC1)c1cccc(Cl)c1,6,-3,-7,-2,0.0,20,1,-2,0,5
O=C(NC1CCN(Cc2ccccc2)CC1)c1cccc(S(=O)(=O)Nc2ccc(Br)cc2)c1,-10,nt,nt,nt,0.0,16,2,4,5,3
CC(C)Oc1ccc(Cc2cnc(=S)[nH]c2N)cc1,13,-5,-3,5,-0.5,12,-1,-8,2,4
CS(=O)(=O)N(CC(=O)N1CCCCC1)c1ccc(Cl)c(C(F)(F)F)c1,9,4,9,2,nt,22,-5,1,2,3
COc1ccc(NC(=O)CSc2ncnc3c2cnn3CCc2ccccc2)cc1,nt,-4,-36,-2,0.4,12,-4,-18,1,nt
Cc1ccc(C(=O)N/C(=C\c2cn(C)c3ccccc23)C(=O)NCCCN2CCOCC2)cc1,-1,2,-7,-4,0.1,11,-1,9,2,0

# Next section (seven carried over from the part before).
SMILES,HSF-1 act,IEC-6 tox,KLF5 inhibitor,HSP90 refold inh,HIF act,AI-2 QS mod,GSK3 alpha inh,aSyn 5UTR inh,GSK3beta inhib,HSF1 inhib
O=C(CSc1nnc(C2CC2)n1-c1ccccc1)NCCc1ccccc1,2,-1,-50,0,-0.2,10,1,5,4,-2
O=C(NN1CCOCC1)c1cccc(Cl)c1,6,-3,-7,-2,0.0,20,1,-2,0,5
O=C(NC1CCN(Cc2ccccc2)CC1)c1cccc(S(=O)(=O)Nc2ccc(Br)cc2)c1,-10,nt,nt,nt,0.0,16,2,4,5,3
CC(C)Oc1ccc(Cc2cnc(=S)[nH]c2N)cc1,13,-5,-3,5,-0.5,12,-1,-8,2,4
CS(=O)(=O)N(CC(=O)N1CCCCC1)c1ccc(Cl)c(C(F)(F)F)c1,9,4,9,2,nt,22,-5,1,2,3
COc1ccc(NC(=O)CSc2ncnc3c2cnn3CCc2ccccc2)cc1,nt,-4,-36,-2,0.4,12,-4,-18,1,nt
Cc1ccc(C(=O)N/C(=C\c2cn(C)c3ccccc23)C(=O)NCCCN2CCOCC2)cc1,-1,2,-7,-4,0.1,11,-1,9,2,0
COC(=O)CN(C)C(=O)c1ccc2nc(Cc3cccc(Cl)c3)oc2c1,37,2,-116,-6,-9.4,13,1,-109,0,20
Cc1ccc2[nH]c(-c3ccccc3)c(CN3CCCC3)c(=O)c2c1,6,4,-7,5,0.2,8,-8,1,-1,-9
Cc1cccc(CCNS(=O)(=O)c2ccc3c(c2)NC(=O)C(C)S3)c1 (centres undefined),17,3,-5,2,0.1,17,-5,-9,3,4
Cc1cc(C)c(S(=O)(=O)Nc2ccccc2C(=O)OCC(=O)NCc2ccccc2)c(C)c1,2,-1,5,9,-0.2,35,1,-5,2,6
Cc1ccc(-n2nnnc2CNC(=O)C2CC(=O)N(c3ccc(F)cc3)C2)cc1C (centres undefined),2,nt,nt,nt,0.2,14,-4,20,1,1
COc1ccccc1C(CNc1ncnc2sc(C)c(C)c12)N(C)C (centres undefined),3,2,4,0,-0.3,nt,0,6,nt,-1
Cc1cc(C)c(NC(=O)Cn2nc(-c3ccccc3)nc2-c2ccccc2)c(C)c1,0,-6,-9,-1,0.0,3,4,33,4,-10
S=C(NCCc1ccccc1)N1CCN(C2CCCCC2)CC1,10,2,0,2,0.5,26,-6,0,3,-1
Cc1ccccc1-c1nc(CS(=O)(=O)CC(=O)NCc2ccc(F)cc2)c(C)o1,18,2,-23,-3,0.0,7,-1,22,-3,29
CCn1nc(C)c(CN2CCC(C(=O)Nc3cccc(-c4cccc(Cl)c4)c3)CC2)c1C,7,6,-47,1,1.5,17,3,-17,nt,-2
CC1(C)OC(=O)C(=NNc2ccc(Cl)cc2)C(=O)O1,41,-3,-43,-6,0.7,-1,0,6,-3,15
Cc1ccc(S(=O)(=O)NC(CC(C)C)C(=O)Oc2ccc3c4c(c(=O)oc3c2)CCC4)cc1 (centres undefined),-2,-4,-9,-1,0.1,5,1,-16,1,-4

# Complete entries as entered above:
# Cc1ccc(-n2nnnc2CNC(=O)C2CC(=O)N(c3ccc(F)cc3)C2)cc1C (centres undefined) reads HSF-1 act: 2; IEC-6 tox: nt; KLF5 inhibitor: nt; HSP90 refold inh: nt; HIF act: 0.2; AI-2 QS mod: 14; GSK3 alpha inh: -4; aSyn 5UTR inh: 20; GSK3beta inhib: 1; HSF1 inhib: 1
# CC1(C)OC(=O)C(=NNc2ccc(Cl)cc2)C(=O)O1 reads HSF-1 act: 41; IEC-6 tox: -3; KLF5 inhibitor: -43; HSP90 refold inh: -6; HIF act: 0.7; AI-2 QS mod: -1; GSK3 alpha inh: 0; aSyn 5UTR inh: 6; GSK3beta inhib: -3; HSF1 inhib: 15

# Additional results follow.
SMILES,HSF-1 act,IEC-6 tox,KLF5 inhibitor,HSP90 refold inh,HIF act,AI-2 QS mod,GSK3 alpha inh,aSyn 5UTR inh,GSK3beta inhib,HSF1 inhib
O=C(NC12CC3CC(CC(C3)C1)C2)c1ccc([N+](=O)[O-])cc1,9,0,-39,-5,-0.4,-4,1,5,-2,5
O=C(Nc1ccc(S(=O)(=O)N2CCCC2)cc1)c1ccc(Cl)nc1,-9,nt,nt,nt,-0.3,9,-1,2,0,-4
COc1ccc(C(c2nnnn2Cc2ccccc2)N2CCN(C(=O)c3ccco3)CC2)cc1OC (centres undefined),8,-1,8,-1,-0.7,21,0,4,2,1
CCOCCc1nnc(N)s1,-7,3,-25,11,nt,20,-5,17,1,-2
Cc1cc(N2CCCCCC2)nc2ccccc12,-40,-2,-20,-2,-22,-8,-1,-18,-2,-24
Cc1ccc(C(=O)NNC(=O)c2ccco2)cc1,25,1,-61,1,1.0,18,-1,-69,-3,15
CCN(CC)S(=O)(=O)c1ccc(C(=O)NNC2=NS(=O)(=O)c3ccccc32)cc1,-32,-1,-6,-3,-0.1,18,0,-7,1,-16
Cc1ccc(N(C(C)C(=O)Nc2cc(Cl)ccc2Oc2ccccc2)S(C)(=O)=O)cc1 (centres undefined),6,-15,-32,-3,0.2,17,-4,11,-2,7
COc1ccccc1Nc1nc(NCCO)nc(N2CCCC2)n1,-1,nt,nt,nt,-0.3,4,-2,1,-2,0
O=C1CN(C(=O)c2ccc(Br)o2)C(c2ccccc2)c2cc(F)ccc2N1 (centres undefined),9,-2,12,0,0.9,18,-2,-21,-1,6
COCCNC(=S)NNC(=O)c1cc(-c2cccnc2)nc2ccccc12,-15,8,-33,0,-0.3,11,-2,-11,3,-3
CCOC(=O)c1c(NC(=O)c2ccccc2)sc2c(O)c(CN(CC)CC)ccc12,-75,-1,-12,-1,-1.2,-5,-1,2,-3,-73*
O=C(Cc1ccc(F)cc1)Nc1ccc(Cl)cn1,7,5,-80,-2,1.2,5,-1,-46,-11,9
Cc1nn(Cc2ccc(C(=O)NC3CCCCC3)o2)c(C)c1Br,43,-5,-31,-1,-0.7,14,1,6,3,10
O=S(=O)(NCC(c1cccnc1)N1CCOCC1)c1ccccc1 (centres undefined),8,7,-32,2,-0.1,20,0,1,-1,3
CSCCC(NS(=O)(=O)c1ccc2c(c1)oc(=O)n2C)C(=O)NC1CCC(C)CC1 (centres undefined),7,-10,-3,-7,0.0,26,0,4,1,-1
Cn1nc(C(=O)N2CCN(c3ccccc3F)CC2)c2c1-c1ccccc1S(=O)(=O)C2,17,7,-2,-1,-0.1,nt,-1,13,3,2
CCN1CCN(C(c2cccs2)C(C)NC(=O)NC2CCCCC2)CC1 (centres undefined),-21,-3,-14,3,-0.1,12,-1,-15,1,1
